Source: PubChem BioAssay (several laboratories)
Dynein cargo inh: blocks dynein driven cargo transport along microtubules; 3617.4 mouse cells, GR-EGFP nuclear translocation imaging; test concentration mostly 20 µM; stimulated with dexamethasone, 1 µM; active compounds read low; z-score, hits read low; 0.47% of 220,000 active; AID 1381;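 active means plate z-score of nuclear minus cytoplasmic receptor signal below a set negative limit, without overly bright fluorescence or cell loss, cut at about -3.5 in these data, passing the limit was not always enough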;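 further: z-score of nuclear minus cytoplasmic ring GR-EGFP intensity difference per well; some compounds called inactive have numbers as strong as hits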
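medium = tetracycline-free induction medium containing charcoal-stripped FBS | probe or stimulus = dexamethasone, 1.0 µM final | timing = 48 h induction, then 1 h compound, then 30 min agonist, 37 °C | detection = automated 10x imaging of fixed Hoechst-stained cells | read-out basis = nuclear versus cytoplasmic GR-EGFP signal, averaged per well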
MT stabilize HCS: microtubule stabilization, imaging screen; HeLa tubulin immunostaining HCS, 24 h; share of cells brighter than vehicle mean+2SD; % tubulin-high responders, % at 10 µM; 0.83% of 200,000 active; AID 2205;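 active means plate Z-score above 3 for both tubulin-high and condensed-nucleus cell shares, with cell loss under 80%, at 10 µM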;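 further: anti alpha tubulin signal scored within the nucleus-defined area of each cell; some results filed as inactive read as strong as hits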
K1F lysis inhibition: protection from phage-mediated lysis, alamar blue read-out – E. coli UTI89, K1F phage, bacterial capsule biogenesis inhibitors (AID 488966) | 0.02% of 340,000 active | E. coli UTI89 K1F phage lysis, alamar blue, 2 h; higher % means a stronger effect | inhibition, % at 100 µM; hits with a dose series show IC50 in µM;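 active means phage lysis inhibition, versus mean bacterial control, above a set limit; inconclusive means no clear call, values can overlap the other calls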;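 further: capsule biogenesis inhibitors block K1F phage lysis so surviving cells raise fluorescence; higher fluorescence means more inhibition of phage lysis; actives were called in the ten point dose series up to 300 µM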
M1AAP inhibition: P. falciparum M1AAP inhibitors, biochemical, fluorogenic H-Leu-NHMec substrate, 1536-well (AID 1445) | recombinant M1AAP, H-Leu-NHMec fluorogenic kinetic assay; higher % means a stronger effect | inhibition, % at 30 µM; hits with a dose series show IC50 in µM | 0.42% of 220,000 active;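 active means primary inhibition above the hit cutoff, then over 50% inhibition at one or more dose response concentrations, cut at about 23% in these data, passing the limit was not always enough; inconclusive means conflicting primary data, or primary hits not chosen for dose response; inactive means low primary inhibition, or under 50% at every dose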;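 further: plate controls were DMSO full reaction for no effect and no enzyme background for full effect; strong numbers were not always called active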
Autophagy mod: modulators of autophagy; 0.98% of 190,000 active; calls only at 10 µM (by protocol); MEF GFP-LC3 puncta imaging; test concentration mostly 10 µM;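 active means percentage of spot-positive cells more than 3 SD above its plate mean, without a fluorescence outlier flag or 80% toxicity; inconclusive means no clear call, values can overlap the other calls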;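 further: spot-positive cell cutoff set from DMSO-treated cells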
M17LAP inhibition: P. falciparum M17LAP inhibitors, primary screen, biochemical, fluorogenic H-Leu-NHMec substrate, 1536-well (AID 1619); recombinant M17LAP, H-Leu-NHMec fluorogenic kinetic assay; higher % means a stronger effect; one-dose inhibition, % at 30 µM; IC50 in µM for titrated hits; 0.38% of 220,000 active;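 active means compound inhibiting the enzyme by more than half at any dose during confirmatory dose-response retesting; inconclusive means strong single-dose inhibitors picked by rank but not retested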;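 further: plate controls were full reaction with DMSO carrier for no effect and no enzyme background for full effect; strong numbers were not always called active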
ER stress rescue: protection against thapsigargin-triggered cell killing – 384-well, CSM14.1, ATP luminescence, primary screen (AID 1222). 190,000 tested, under 10 active. cellular ATP content (survival), % at 20 µM; hits with a dose series show EC50 in µM. CSM14.1 thapsigargin-induced death rescue, ATP luminescence; higher % means a stronger effect;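 active means EC50 below 50 µM in the dose-response confirmation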;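 further: death triggered by thapsigargin at about 15 µM added after 2 h compound pretreatment; cell ATP read after overnight thapsigargin exposure of roughly 18 to 22 hours; normalized against plate controls of thapsigargin alone and 5% DMSO vehicle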
Insulin prom up: MIN6 insulin promoter up-regulation; MIN6 insulin promoter-GFP reporter, high-content imaging; active compounds read high; z-score at 5 µM; 0.3% of 190,000 active;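 active means z-score above 3 at 5 µM with at least 500 cells counted in the well; inconclusive means wells under 500 cells, flagged as cytotoxic or low count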
b-catenin transl: beta-catenin nuclear translocation modulation | HeLa beta-catenin nuclear translocation, immunofluorescence imaging | nuclear translocation activity, % at 5 µM | 0.3% of 190,000 active | AID 1665;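 active means nuclear translocation activity above 50% at 5 µM, with a well cell count of 50 or more; inconclusive means wells under 50 cells across six images, flagged as toxic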;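 further: per-cell ratio of nuclear to cytoplasmic median beta-catenin stain intensity; plate controls were DMSO negative control for no effect and GSK-3 inhibitor IX positive control for full effect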
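Assay system: human HeLa cells, native beta-catenin; doses: 5 µM primary, 0.02–20 µM confirmation; incubation: compound treatment 24 h, 37°C, 5% CO2; technique: fluorescence imaging of beta-catenin antibody stain plus DAPI; measure: % activation, nuclear-to-cytoplasmic median beta-catenin signal ratio per cell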
Dynein cargo inh cytoplasmic EGFP: also measured in Dynein cargo inh; calls as there; z-score; measured here: cytoplasmic GR-EGFP intensity; active compounds read high
Dynein cargo inh nuclear GR-EGFP: second read-out of Dynein cargo inh, no call of its own (marks repeat the call); z-score; measured here: nuclear GR-EGFP intensity;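 lower value marks the stronger effect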
Dynein cargo inh cell count: second read-out of Dynein cargo inh, no call of its own (marks repeat the call); z-score; measured here: cell count per field
Insulin prom up cell count: further read-out of Insulin prom up, marked with its call; cell count; measured here: cytotoxicity, nuclei count;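 total cells summed across four imaged fields per well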
b-catenin transl cell count 5 µM: further read-out of b-catenin transl, marked with its call; cell count; measured here: cell count, cytotoxicity flag
MT stabilize HCS Hoechst-high %: second read-out of MT stabilize HCS, no call of its own (marks repeat the call); % Hoechst-high responders; measured here: nuclear condensation Hoechst responders;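 share of cells brighter than vehicle mean plus two SD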
MT stabilize HCS cytotoxicity %: second read-out of MT stabilize HCS, no call of its own (marks repeat the call); toxicity, %; measured here: cytotoxicity by cell density;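 0% = mean cell density of plate MIN control wells and 100% = no cells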
Autophagy mod cell loss 18 h: recorded beside Autophagy mod, whose call it bears; toxicity, %; measured here: cell loss, nuclei count;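 cell loss after 18 h compound exposure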
Numbers without * were called inactive; i = inactive; ? = inconclusive; . = no result given; [ ] = another dose, or the depositor's remark. Rows were taken by chance; 2.9% or so of the library scored in one or more.

SMILES	Dynein cargo inh	Dynein cargo inh cytoplasmic EGFP	Dynein cargo inh nuclear GR-EGFP	Dynein cargo inh cell count	MT stabilize HCS	MT stabilize HCS Hoechst-high %	MT stabilize HCS cytotoxicity %	K1F lysis inhibition	M1AAP inhibition	Autophagy mod	Autophagy mod cell loss 18 h	M17LAP inhibition	ER stress rescue	Insulin prom up	Insulin prom up cell count	b-catenin transl	b-catenin transl cell count 5 µM
CC(C)(C)c1ccc(Cn2nnc3c(=O)[nH]c(C4CCCN(C(=O)Cc5cccs5)C4)nc32)cc1 (stereo unspecified)	-0.27	-0.34	0.16	0.018	4.6	2.1	7.3	1.2%	-1%	i	-19	6%	0.3%	0.36	1654	0.3	1366
Cc1cccc(C)c1NC(=O)C1CC(=O)N(C(C)C)C1 (stereo unspecified)	-0.54	0.089	0.031	0.018	3.4	2.5	9.5	1.0%	-4%	i	2	-14%	-2.9%	-0.81	1256	-3.8	966
COC(=O)CC(NC(=O)Nc1ccc(C)cc1)c1cccc([N+](=O)[O-])c1 (stereo unspecified)	-0.25	-0.27	-0.0062	-0.12	1.8	1.1	6.5	-0.5%	-1%	i	19	1%	-0.5%	0.31	1408	0.2	1526
O=C(Nc1ccc(Cl)cc1)c1ccc(-n2cncn2)c([N+](=O)[O-])c1	-0.25	-0.3	0.059	0.11	2.0	2.2	2.4	2.9%	-3%	i	5	5%	-1.7%	-0.88	1532	5.2	1062
Cc1cc(C)cc(NC(=S)N(Cc2ccc(Br)cc2)Cc2ccc(C(=O)O)cc2)c1	0.32	-0.28	0.4	-0.6	4.3	2.3	4.2	-0.2%	-6%	i	30	7%	-5.7%	-0.87	1233	-0.7	1129
COC(=O)[C@@]1(Cc2ccc(OC)cc2)[C@H]2c3cc(C(=O)N(C)C)n(C[C@H](O)CO)c3C[C@H]2CN1C(=O)c1ccccc1	1.3	-0.24	0.94	0.88	4.8	1.5	4.1	.	-1%	i	9	-2%	-2.7%	0.11	684	2.1	478
Cn1c(C(=O)N2CCCCCC2)cc2c(=O)n(C)c3ccccc3c21	0.17	-0.12	0.41	0.066	1.2	4.3	11	2.0%	-1%	i	6	-3%	-1.3%	0.91	939	0.9	1211
CN1C(=O)/C(=C/c2ccc(O)c([N+](=O)[O-])c2)NC1=S	-0.11	-0.29	0.069	-0.46	3.4	2.7	10	1.0%	?	i	-3	10%	-1.2%	-0.44	1509	-1.4	1086
CC1=NC(C)(C)Cc2ccccc21	-0.99	-0.2	-1	0.41	2.7	1.6	11	i	-5%	i	2	13%	0.6%	0.02	1459	0.4	1268
Cc1cccc(OCCn2c(=O)oc3ccc(C)cc32)c1	0.58	-0.25	0.24	-0.51	1.3	1.1	0.0	-0.3%	-4%	i	6	2%	2.6%	-0.23	1386	0.3	911
COc1ccc(NS(=O)(=O)c2ccc(NC(=O)CCNS(=O)(=O)c3ccc(C)cc3)cc2)cc1	-0.89	-0.32	-0.82	0.9	2.2	3.3	9.1	1.4%[50 µM]	-6%	i	9	4%	-3.2%	0.48	1419	1.0	535
CCn1cc(CN2CCN(Cc3cccc(OC)c3)C(CCO)C2)c(C)n1 (stereo unspecified)	-0.55	-0.22	-0.37	-0.35	2.3	2.6	8.8	0.1%	-3%	i	11	-9%	-0.6%	0.42	1136	-0.3	1616
CCNc1nc(N)c(C(=O)c2ccc(Cl)s2)s1	-0.58	-0.39	-0.38	0.59	5.0	2.5	2.9	-4.5%	1%	i	-10	2%	-2.4%	0.02	1186	18	1087
CC(C)(C)c1ccc(O)c(/C=N\O)c1	0.87	0.084	0.91	-1.6	1.4	0.8	5.0	6.1%	9%	i	-3	8%	2.7%	-0.55	825	-3.3	1233
CCC(C)n1c(SCC(=O)Nc2ccccc2C(F)(F)F)nc2ccsc2c1=O (stereo unspecified)	-0.18	-0.19	0.031	0.14	3.7	1.5	0.6	-0.3%	0%	i	4	2%	-0.9%	-0.38	878	1.1	723
CCOc1ccc(C(=S)N2CCCC2)cc1OC	-0.4	-0.28	-0.46	0.66	2.2	2.1	3.0	5.2%	1%	i	-3	5%	-0.9%	-0.3	1138	4.7	474
CCN(CC)c1ccc(C2C3CCCCC3(O)CCN2C(=O)c2cccs2)cc1 (stereo unspecified)	-0.23	-0.21	-0.23	0.34	2.0	2.0	14	4.0%	5%	i	7	1%	0.2%	-0.12	1383	0.2	996
CCOc1ccc2nc(NC(=O)Cn3[nH]c(=O)c4ccccc4c3=O)sc2c1	-1.1	-0.28	-0.74	1.1	.	.	.	0.1%	5%	.	.	3%	.	-0.41	1253	0.5	1393
CCn1c(=O)c(C(=O)CN2CC(C)OC(C)C2)c(N)n(Cc2ccccc2)c1=O (stereo unspecified)	0.041	-0.2	0.2	0.44	3.4	1.7	0.7	0.2%	1%	i	-5	-6%	-0.8%	1	1326	-2.2	802
COc1ccccc1NC(=O)CSc1nnnn1-c1ccc(C)cc1	-0.028	-0.27	-0.088	0.016	3.5	2.0	5.6	-0.5%	0%	i	1	1%	-0.8%	.	.	.	.
CS(=O)(=O)N(CC(=O)NCCc1ccccc1)c1cccc([N+](=O)[O-])c1	-0.4	-0.25	-0.43	0.9	1.3	1.5	0.7	0.2%	-1%	i	-6	18%	0.2%	.	.	5.2	1126
COc1ccccc1CNc1ncnc2cc(Cl)ccc12	0.42	0.13	0.41	-0.51	2.7	1.1	3.9	0.6%	-2%	i	-1	-7%	-1.1%	-1	1195	1.6	1459
O=C(NC1CCCCC1)c1ccc(S(=O)(=O)NCc2cccnc2)cc1	-1	-0.33	-0.63	0.83	4.1	1.9	3.5	0.7%[50 µM]	7%	i	-5	-14%	-1.0%	.	.	2.9	1040
Cc1cc(C(=O)Nc2nnc(C(F)(F)F)s2)no1	0.21	-0.25	-0.023	-0.48	1.8	2.0	3.3	5.8%	-2%	i	-5	-2%	-3.1%	.	.	0.1	1012
Cc1ccc(S(=O)(=O)N2C(=O)c3cccc4cccc2c34)cc1	-0.044	-0.18	0.085	-0.45	.	.	.	0.3%	4%	.	.	-1%	.	0.14	1112	0.8	1306
Cc1ccc(CN2CCNC(=O)C2CC(=O)NC2CCCCCC2)o1 (stereo unspecified)	-0.4	-0.25	-0.3	0.2	4.8	1.8	0.1	0.1%	5%	i	6	-1%	-0.2%	0.98	1505	-2.7	1103
Cc1cc(NC(=O)c2ccccc2F)ncc1NC(=O)c1cccs1	0.35	-0.21	0.49	-0.91	2.2	2.1	9.6	0.3%	3%	i	20	4%	-0.3%	0.25	1397	-0.1	1021
CCOC(=O)COc1ccc(-c2nnc(-c3ccccc3)o2)cc1	-0.3	-0.21	-0.025	0.84	1.8	2.4	5.4	0.9%	6%	i	-11	3%	-5.1%	-0.57	1196	-7.2	1266
CN(C)c1ccc(CN(C(=O)C2COc3ccccc3O2)C2CCS(=O)(=O)C2)cc1 (stereo unspecified)	-0.35	-0.29	-0.15	0.59	5.3	2.4	4.8	1.9%	0%	i	12	-1%	-1.5%	-0.09	1042	-2.2	1227
O=C(CCl)NCc1c(Cl)cccc1-n1cccc1	-0.81	-0.11	-0.47	-0.11	3.1	3.3	7.5	0.1%	13%	i	-11	-1%	-2.5%	0.87	1483	0.7	1315
Cc1csc(SCC(=O)Nc2sccc2C#N)n1	-0.85	-0.32	0.28	0.27	1.9	2.3	7.2	-0.3%	11%	i	18	0%	-1.8%	-0.97	1175	0.2	1083
O=C(CSc1nnc(CNC(=O)C23CC4CC(CC(C4)C2)C3)n1-c1ccc(F)cc1)Nc1ccccc1	0.029	-0.064	-0.0027	-0.46	5.4	2.9	5.6	2.5%	-2%	i	6	9%	-0.3%	0.19	1552	-3.6	1091
CCOc1ncccc1C(=O)OCc1ccc(C#N)cc1	0.78	-0.17	0.34	-0.25	6.7	2.3	7.6	2.7%[50 µM]	1%	i	16	10%	3.4%	.	.	1.9	1041
Cc1cc2c(=O)[nH]c(Cc3ccccc3)nc2s1	0.18	-0.23	0.18	0.69	2.9	1.8	10	5.4%	-2%	i	-14	6%	0.3%	-0.38	1513	0.0	1061
CCOc1ccc2nc(SCC(=O)Nc3cccc(S(=O)(=O)NC4=NCCCCC4)c3)[nH]c2c1	0.31	-0.33	0.66	-0.29	2.4	3.8	7.6	0.2%	17%	i	5	4%	0.1%	0.12	1286	-0.1	1013
